Bioassay records as filed in PubChem BioAssay.
KDM5B inhibitor = Primary screen for KDM5B Histone Demethylases FDH-coupled qHTS; Lysine-specific demethylase 5B (Homo sapiens), Q9UGL1; KDM5B demethylase, FDH-coupled NADH fluorescence (FDH is formaldehyde dehydrogenase); Potency, µM (doses to about 57.7 µM), for inactives: at the highest dose activity change, negative = inhibition, usual class: inhibitors; 220,000 tested, 2.6% active; active means well fitted inhibition curve with a large enough effect; inconclusive means small, poorly fitted or top-dose-only effect; inactive means no such curve, though single readings can be large or run the other way; further: 0% is about no effect; nearly all actives have a fitted effect of over 70% in size
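Measured: NADH fluorescence change, 30 min, RT. System: KDM5BΔAP 200 nM final, H3K4me3 peptide, α-KG, Fe(II), ascorbate, NAD⁺ plus FDH, pH 7.5 HEPES. Compounds: titrated, 10 min pre-incubation with enzyme.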
* = called active by the depositor; ? = inconclusive; [ ] = dose if it differs, or a comment. Potency means the concentration at half of the fitted maximal effect. This is a subset; rates above refer to the full screens.

SMILES	KDM5B inhibitor
CNC(=O)c1ccc(-c2nc(CN3CCN(C(=O)Nc4ccc(C)c(Cl)c4)CC3)c(C)o2)cc1	6%
COc1cccc(NC(=O)Cn2cc(C#N)c3ccccc32)c1	3%
Cc1ccc(NC(=O)Cn2c(=O)n(-c3ccccc3)c(=O)c3c4c(sc32)CCCC4)cc1	-6%
CCOC(=O)CCN(CC1CC1)C(=O)c1ccc(C)s1	6%
Cc1nn(-c2ccccc2)cc1/C=N/NC(=O)c1cccs1	-6%
CCCc1cc(=O)n2c(C(=O)NCc3ccccc3)c(C(=O)Nc3ccc(Cl)cc3C)sc2n1	6%
CCc1nccn1CCC(=O)N[C@@H]1COCC[C@@H]1Oc1ccc(F)cc1	-4%
COc1cccc(CN2Cc3nc(-c4cn[nH]c4)ccc3OCC2=O)c1	3%[86.2 µM]
CC(Oc1ccc(Cl)cc1Cl)C(=O)N1CCN(C(=O)c2ccco2)CC1 (stereo unspecified)	10%
CCN(CC)C(C)CNC(=O)NC1CC1 (stereo unspecified)	8%
CN(C)[C@@H]1CN(C(=O)c2nccn2C)CC[C@@H]1CO	9%
C1CCC(CN2CCCC(c3nc(CCOCC4CCOCC4)no3)C2)CC1 (stereo unspecified)	-9%
CCOC(=O)C1=C(C)N=C2SC=C(CC(=O)N3CCCC3)N2C1c1cccc(Cl)c1 (stereo unspecified)	?
O=C(c1coc(COc2ccc(F)cc2Cl)n1)N1C[C@H]2CC[C@H]1C2	-20%
O=C(CN1C(=O)NC2(CCCCC2)C1=O)Nc1ccc(F)c(F)c1	-11%
CN1CC(=O)N(C2CCCNC2)Cc2c1ncnc2N1CCN(CC2CCCCC2)CC1 (stereo unspecified)	?
COc1ccc(C(=O)N2C[C@@H](Oc3ccccc3)C[C@H]2C(=O)NC2CC2)c(OC)c1	11%
O=C1/C(=C/c2cccc(Br)c2)CCc2ccccc21	-2%
O=c1oc2ccc(Br)cc2cc1-c1csc(Nc2ccccc2)n1	-3%
CCCn1c(SCCC(=O)O)nc2c1c(=O)[nH]c(=O)n2C	9%

Among those listed so far, two have bromine.
SMILES	KDM5B inhibitor
O=C1/C(=C/c2cccc(Br)c2)CCc2ccccc21	-2%
O=c1oc2ccc(Br)cc2cc1-c1csc(Nc2ccccc2)n1	-3%

(cont.)
SMILES	KDM5B inhibitor
Cc1ccc(-c2cc(-c3ccc(C)c(C)c3)[nH]n2)cc1C	6%
COc1ccc(C(=O)/C(C#N)=C\c2cc(Br)ccc2OC)cc1	?
COc1ccc2c(C)c(CCC(=O)NCc3ccc(S(N)(=O)=O)cc3)c(=O)oc2c1C	?
O=C(NCc1nc(-c2ccccn2)no1)C1COc2ccccc2C1 (stereo unspecified)	-21%
CCOc1ccccc1CNC(=O)C1CCN(S(=O)(=O)c2ccc3c(ccn3C)c2)CC1	-27%
COc1ccc(CCC(=O)N[C@@H]2CN(c3ncccn3)C[C@H]2CO)cc1	22µM*
CCc1ccc(/C=N/n2c(COc3ccccc3)n[nH]c2=S)cc1	?
CCCCN(Cc1cc2cc(OC)ccc2[nH]c1=O)S(=O)(=O)c1ccccc1	?
CCS(=O)(=O)c1ccc(NCc2cccc(F)c2)cc1	18%
C=C(C)CSC1=C(C#N)C(c2ccc(C(C)C)cc2)CC(=O)N1 (stereo unspecified)	-23%
Cc1cc(C)c2nc(/N=C(\N)NC(=O)c3ccccc3)nc(C)c2c1	4%
Cc1cccc(N2CCN(C(=O)CCc3ccnc(N4CCCC4)c3)CC2)c1	-15%
CC(NC(=O)C1CCCO1)C(=O)N1CCN(c2ccccn2)CC1 (stereo unspecified)	25µM*
CCOc1ccc(Nc2oc(/C=C/c3ccccc3)nc2C#N)cc1	?
CCCOc1ccc(C2CC(=O)Nc3c2c(=O)n(C)c(=O)n3C)cc1OC (stereo unspecified)	-6%
CN(Cc1ccccc1)C1(C(=O)NC2CCC(O)CC2)Cc2ccccc2C1 (stereo unspecified)	?
Fc1ccc(-c2cnc3n2C[C@H](CNCc2ccc4c(c2)OCO4)OC3)cc1	10%[86.2 µM]
CN(C(=O)CCS(=O)(=O)c1cc2c(cc1Cl)NC(=O)CO2)C1CCCCC1	0%
Cc1cc(OC(C)C(=O)Nc2sc3c(c2C(N)=O)CCCC3)ccc1Cl (stereo unspecified)	9%
CCc1cccc(CC)c1NC(=O)CN1C(=O)C(=O)c2ccccc21	-29%
CN(CCOc1ccc(Br)cc1)CC(O)COc1ccc(C#N)cc1 (stereo unspecified)	-3%
O=C(CSC1=NNC(c2ccccn2)S1)Nc1ccccc1 (stereo unspecified)	-25%
Cc1nc(C)c(CC(=O)Nc2nnc(C(C)C)s2)c(=O)[nH]1	1%
CCC1=NOC(CNC(=O)c2ccc(OC3CCN(C(=O)COC)CC3)cc2)C1 (stereo unspecified)	54%[activator]
COc1ccc(NC(=O)CN2C(=O)CCc3cc(S(=O)(=O)N4CCOCC4)ccc32)c(OC)c1	-11%
COc1cccc(OC)c1C(=O)Nc1cc(C)c(O)c(-c2nc3cc(C)ccc3o2)c1	10%
Cc1ncoc1C(=O)N1CCOc2ccc(CCC(=O)NCC3CC3)cc2C1	-24%
O=C(CCNC(=O)N1CCn2c1nc1ccccc12)NC1CC1	24%
COc1cccc(C(=O)Oc2cc(OC(=O)c3cccc(OC)c3)cc(OC(=O)c3cccc(OC)c3)c2)c1	0%
O=c1c2c3c(sc2n2cnnc2n1-c1ccccc1)CCCCC3	2%
O=C(NC[C@H]1Cn2c(-c3ccc4c(c3)OCCO4)cnc2CO1)C1CC1	?
COC(=O)c1cc2oc3ccccc3c2n1Cc1cc(C)ccc1C	-26%
COc1ccc(C(=O)N(Cc2cc(OC)c(OC)c(OC)c2)c2ccccn2)cc1	-20%
COC(=O)c1cc(OC)c(OC)cc1NC(=O)c1ccc2c(c1)CCN2S(C)(=O)=O	-14%
CCCc1cnc(C)nc1N1CC[C@@H](NC(=O)c2cnccn2)[C@H](O)C1	31%[activator]
c1ccc(-c2csc3nc(CN4CCCCC4)nc(Nc4cn[nH]c4)c23)cc1	-1%
CO[C@@H]1CO[C@H]2[C@@H]1OC[C@@H]2NS(C)(=O)=O	?
CC(=O)Nc1cccc(NC(=O)CC2CC3CCC2C3)c1 (stereo unspecified)	18%
COC(=O)c1ccc(NC(=O)COc2ccc3c(C)c(C)c(=O)oc3c2)cc1	-5%
CCOc1cc(C2c3c(-c4ccccc4O)n[nH]c3C(=O)N2CCc2ccccc2)ccc1O (stereo unspecified)	-18%
O=S(=O)(NCCc1ncc2ccccn12)c1ccc(Br)cc1	-14%
Cn1c(=O)c2c(ncn2CC(=O)Nc2cccc([N+](=O)[O-])c2)n(C)c1=O	-6%
CC(C)(CO)NC/C=C/c1ccccc1	-30%
COc1ccccc1N1CCN(c2nc3c(S(=O)(=O)c4ccc(C)c(C)c4)nnn3c3ccc(Cl)cc23)CC1	?
COc1ccc(NC(=O)c2cc(S(=O)(=O)N3CCCCCC3)cn2C)c(OC)c1	8%
CCOC(=O)/C(C#N)=C\C1=C(N2CCOCC2)C(=C/c2ccccc2)/CC1	0%
CC(C)(C)C(=O)N[C@H]1C[C@@H](Cc2cc(CN3CCN(c4ccccc4)CC3)on2)C1(C)C	-13%
Cc1ccc2c(c1)C1C[N+](C)(Cc3ccccc3)CCC1N2C(=O)c1ccc(F)cc1 (stereo unspecified)	4%
Cc1cccc(C)c1NC(=S)NC(C)(C)CO	20%
CCOc1ccc(-c2nnc(CCC(=O)NC(C)CC)c(=O)[nH]2)cc1 (stereo unspecified)	-24%
Following part.
SMILES	KDM5B inhibitor
O=C(N/N=C/c1ccc[nH]1)c1cc2ccccc2cc1O	?
CC1CCN(C(=O)C2N(C(C)C)C(=O)C23CCCC3)CC1 (stereo unspecified)	4%
CN(C)CCN(CCCc1ccccc1)C(=O)Nc1cccc(F)c1	19%
COc1cccc(C(=O)NCC2CCCN(Cc3ccc(C)cc3)C2)c1OC (stereo unspecified)	22%
CC1=C[C@@H](CNC(=O)c2ccccc2)[C@H](C(C)C)C[C@H]1Cc1nnc(-c2cncn2C)o1	-35%[86.2 µM]
COc1ccc(C2C(C#N)=C(N)OC3=C2C(=O)CC(c2ccccc2)C3)cc1 (stereo unspecified)	-10%
COc1cccc(CN2CCCN(Cc3ccncc3)C(c3ccccc3)CC(=O)NCC2)c1OC (stereo unspecified)	?
O=C1CCN(Cc2ccc(O)cc2)CCCC(c2nc(-c3cnccn3)no2)CCN1 (stereo unspecified)	2%
CCC1CN(C(=O)N2CCC(C(=O)NCc3cccs3)CC2)c2cc(C)ccc2O1 (stereo unspecified)	-17%
CCCN1CCN(CCNC(=O)Nc2cc(Cl)c(OC)cc2OC)CC1	-47%

Laid out differently: entries from further up
> CCC1=NOC(CNC(=O)c2ccc(OC3CCN(C(=O)COC)CC3)cc2)C1 (stereo unspecified)
  KDM5B inhibitor: 54%[activator]

> COc1ccc(NC(=O)CN2C(=O)CCc3cc(S(=O)(=O)N4CCOCC4)ccc32)c(OC)c1
  KDM5B inhibitor: -11%

> COc1cccc(OC)c1C(=O)Nc1cc(C)c(O)c(-c2nc3cc(C)ccc3o2)c1
  KDM5B inhibitor: 10%

> Cc1ncoc1C(=O)N1CCOc2ccc(CCC(=O)NCC3CC3)cc2C1
  KDM5B inhibitor: -24%

Continuation:
SMILES	KDM5B inhibitor
COc1ccc(Cn2ccc3nc(C)c(C(=O)N4CCN(c5ccc(F)cc5)CC4)cc3c2=O)cc1	4%
COc1ccccc1NC(=O)c1cc(=O)c2cc(C)c(C)cc2o1	4%
CN(C)C(=O)c1ccccc1NS(=O)(=O)c1ccc(Cl)cc1	9%
O=C1NC(C(=O)NCc2cc(F)ccc2F)Cn2cccc21 (stereo unspecified)	6%
CCc1ccc(S(=O)(=O)N(C)CC2CCOCC2)cc1	4%
CC(Cn1cccn1)Nc1ccc(-c2nc(COc3ccccc3)no2)cn1 (stereo unspecified)	?
Cc1cc(C)cc(NC(=O)CCCc2nnc3n(CC(C)C)c(=O)c4sccc4n23)c1	-12%
Cc1ccc(NC(=O)CCNc2c(C)nc3cnccn23)c(F)c1	25µM*
CC(C)NC(=O)COc1ncnc2ccc(Br)cc12	24%
c1ccc(CCN2CCNc3cc(-c4cn[nH]c4)ncc3C2)cc1	?
CC(=O)N[C@H]1C[C@@H](Cc2cc(CN3CCCCC3)on2)C1(C)C	1%[86.2 µM]
COc1ccc(CNCC2(CO)C[C@@H](O)[C@@H](O)C2)cc1 (stereo partly specified)	35%[115 µM]
COc1cc(CCC(=O)Nc2ccc3oc(-c4ccc(Cl)cc4)cc(=O)c3c2)on1	-15%
Cc1cccc(OCCc2noc(C3CCN(C(=O)c4cn[nH]c4)C3)n2)c1 (stereo unspecified)	-7%
CC(C)CNC(=O)C(=O)Nc1ccc2cc[nH]c2c1	-15%
CCOc1ccc(OCC)c(NC(=O)C2CCN(c3cnccn3)CC2)c1	?
CC(=O)Nc1ccc(CC(=O)N2CCCC(Cc3nncn3CC3CC3)C2)cc1 (stereo unspecified)	9%
CN(C1CCOCC1)C1CCN(C(=O)c2cccnc2)CC1	8%
CS(=O)(=O)N1CCC(NC(=O)c2c(O)cccc2O)CC1	16%
O=C(C1CCOC1)N1CCC2(CC1)NCCc1c2[nH]c2ccccc12 (stereo unspecified)	-8%
Cc1csc2nc(COc3ccc(NC(=O)c4ccccc4F)cc3)cc(=O)n12	9%
CN(C)C(=O)C1CN(C(=O)Nc2cccc(Cl)c2)CC12CCOCC2 (stereo unspecified)	-1%
CCCC(=O)NC(=S)Nc1ccc(S(=O)(=O)N2CCc3ccccc32)cc1	16%
Nc1nccnc1C(=O)NCc1ccc(-n2cccn2)nc1	?
COc1ccc(C(NC(=O)Cn2cccnc2=O)C2CC(O)C2)cn1 (stereo unspecified)	2%
Cc1cc(C)c2c(N3CCCC(OCc4cccnc4)C3)ncnc2n1 (stereo unspecified)	-2%
O=C(NCc1cccs1)c1cc(-c2cccc(C(F)(F)F)c2)c2nncn2n1	50µM*
COC[C@H](C)NC(=O)c1cccc(S(=O)(=O)N(C)Cc2cnccn2)c1	-18%
COC(=O)c1ccc(COc2ccc3c(=O)c(Oc4ccc(OC)cc4)c(C(F)(F)F)oc3c2)cc1	21%
CCn1c(=O)c2ccnn2c2ccc(C(=O)N3CCN(c4ccccc4)CC3)cc21	-18%

Part of the list above, as a markdown table:
| Compound | KDM5B inhibitor |
| --- | --- |
| CN(C)CCN(CCCc1ccccc1)C(=O)Nc1cccc(F)c1 | 19% |
| COc1cccc(C(=O)NCC2CCCN(Cc3ccc(C)cc3)C2)c1OC (stereo unspecified) | 22% |
| CC1=C[C@@H](CNC(=O)c2ccccc2)[C@H](C(C)C)C[C@H]1Cc1nnc(-c2cncn2C)o1 | -35%[86.2 µM] |
| COc1ccc(C2C(C#N)=C(N)OC3=C2C(=O)CC(c2ccccc2)C3)cc1 (stereo unspecified) | -10% |
| COc1cccc(CN2CCCN(Cc3ccncc3)C(c3ccccc3)CC(=O)NCC2)c1OC (stereo unspecified) | ? |
| O=C1CCN(Cc2ccc(O)cc2)CCCC(c2nc(-c3cnccn3)no2)CCN1 (stereo unspecified) | 2% |

(listing goes on)
SMILES	KDM5B inhibitor
Nc1cccc(OCCc2ccccn2)c1	4%
O=c1n(Cc2ccc(F)cc2)c2ccccc2c2nc(-c3ccccc3)nn12	-14%
COc1ccc(CNC(=O)C2Cn3cccc3C(=O)N2Cc2ccccc2)cc1OC (stereo unspecified)	6%
Cc1ccc2nc(-c3ccc(Cl)c(NC(=O)c4ccc(Br)o4)c3)oc2c1	-10%
Cc1cc(C)c(/C=N/Nc2cc(C(F)(F)F)ccc2Cl)c(C)c1	?
COc1ccc(-n2nc(C(=O)NCC(=O)Nc3cccc(Cl)c3)c3ccccc3c2=O)cc1OC	-30%
